# Screening results from PubChem BioAssay.
# Pyk2 oligo antag: antagonists of human Pyk2 oligomerization. Q293 cells, Pyk2 FERM NanoBiT luminescence; hits give low values. z-score (the deposit names both 25 µM and 10 µM). AID 1347419. 99,000 compounds, 0.83% hits. Q14289;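 active means Z-score of -3 or lower, scaled per plate to the spread of control and sample wells; inactive means z-score above -3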;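 further: negative z-score means lost luminescence so less FERM oligomerization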
# VCAM1 TNFa inh: reduces TNF alpha induced VCAM1 expression in HUVEC; 95,000 compounds, 0.48% hits; HUVEC TNFa-induced VCAM-1 immunofluorescence, high-content imaging; inhibition, % at 2 µM;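 active means inhibition above the batch mean plus 3 SD, with images confirmed as a hit by eye, cut at about 37% in these data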;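 further: 0% = TNF-stimulated DMSO wells and 100% = unstimulated control wells; not every result past the cut was called active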
# PTPN22 inh 2: inhibitors of human LYP (PTPN22) phosphatase | AID 640 | inhibition, % at 2 µM | 96,000 compounds, 0.21% hits | Q9Y2R2 | recombinant LYP catalytic domain, DiFMUP fluorescence;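 active means inhibition at 2 µM at or above a set limit, the screen mean plus 3 SD, cut at about 24% in these data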;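 further: 0% = DMSO with enzyme and 100% = enzyme fully blocked by orthovanadate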
# F-actin modifier: alters cytoskeleton assembly in HUVEC cells | HUVEC TNFa F-actin phalloidin imaging, high content | inhibition, % at 2 µM | 91,000 compounds, 0.18% hits | AID 836;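 active means inhibition above the batch mean plus 3 SD and confirmed as a hit by visual image inspection, cut at about 30% in these data, passing the limit was not always enough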; further: strong numbers were not always called active
# ERa coact inh: ER-alpha (human) coactivator binding inhibition; TR-FRET ER-alpha LBD / SRC-1 peptide, estradiol-bound; inhibition, % at 25.6 µM; 86,000 compounds, 1.7% hits; AID 629; in the data active means inhibition above about 50%;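 further: 0% = receptor plus peptide control and 100% = peptide only without receptor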
# FAK blocker: inhibitors of human focal adhesion kinase. inhibition, %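 (tested at 7 µM)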. 97,000 compounds, 0.84% hits. biochemical FAK kinase activity assay; in the data active means inhibition above about 19%;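 further: 0% = DMSO and 100% = reference compound high control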
# Target sequence (Q05397 whole entry, looked up): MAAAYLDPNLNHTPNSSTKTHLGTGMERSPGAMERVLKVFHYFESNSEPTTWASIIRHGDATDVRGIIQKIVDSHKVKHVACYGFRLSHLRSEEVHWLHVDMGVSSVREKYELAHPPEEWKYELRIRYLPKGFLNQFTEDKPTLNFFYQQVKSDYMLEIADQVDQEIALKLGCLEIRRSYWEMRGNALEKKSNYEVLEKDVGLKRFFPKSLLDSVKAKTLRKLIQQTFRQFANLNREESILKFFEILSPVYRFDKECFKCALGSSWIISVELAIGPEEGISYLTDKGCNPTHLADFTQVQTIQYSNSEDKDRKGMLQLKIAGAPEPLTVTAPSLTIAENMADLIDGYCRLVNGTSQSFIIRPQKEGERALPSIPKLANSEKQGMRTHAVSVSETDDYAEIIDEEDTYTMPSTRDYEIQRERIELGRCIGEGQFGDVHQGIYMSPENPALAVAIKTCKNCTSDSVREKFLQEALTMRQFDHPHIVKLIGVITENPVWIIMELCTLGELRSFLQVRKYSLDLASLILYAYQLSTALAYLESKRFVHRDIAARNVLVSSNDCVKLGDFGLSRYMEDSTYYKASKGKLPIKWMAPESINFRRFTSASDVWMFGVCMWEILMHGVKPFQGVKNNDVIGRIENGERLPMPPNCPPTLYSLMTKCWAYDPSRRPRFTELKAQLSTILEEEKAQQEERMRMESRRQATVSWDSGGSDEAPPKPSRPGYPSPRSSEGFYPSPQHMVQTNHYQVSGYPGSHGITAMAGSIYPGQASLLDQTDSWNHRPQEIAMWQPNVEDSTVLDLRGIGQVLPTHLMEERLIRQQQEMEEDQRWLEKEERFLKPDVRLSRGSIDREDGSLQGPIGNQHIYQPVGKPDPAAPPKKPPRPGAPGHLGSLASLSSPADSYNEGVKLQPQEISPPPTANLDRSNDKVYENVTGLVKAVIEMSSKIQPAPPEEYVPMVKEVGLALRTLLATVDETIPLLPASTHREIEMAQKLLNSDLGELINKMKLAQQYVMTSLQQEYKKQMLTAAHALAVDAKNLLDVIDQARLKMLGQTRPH
# IL1B cytotox: HUVEC cytotoxicity counter-screen, IL-1B stimulated; HUVEC cell count loss, Hoechst imaging; cell count reduction, % at 2 µM; 94,000 compounds, 0.41% hits;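 active means cell count reduction more than 3 SD above the screen-wide mean, cut at about 70% in these data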;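 further: normalized per plate to untreated control cells as the no-loss baseline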
# TNFa cytotox: HUVEC cytotoxicity counter-screen, TNF alpha stimulated. HUVEC TNFalpha-stimulated, Hoechst cell count, imaging. cell count reduction, % at 2 µM. 93,000 compounds, 0.17% hits. AID 848;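 active means cell count reduction exceeding the screen mean by over 5 SD, scaled to untreated wells per plate, cut at about 78% in these data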;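 further: cells counted after 24 h of TNF alpha exposure following the 1 h pretreatment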
# PTPN22 act: activators of human LYP (PTPN22) phosphatase; Q9Y2R2; recombinant LYP, DiFMUP fluorescence; 0 = plate median, 100 = signal doubled; activation, % at 2 µM; 96,000 compounds, 0.11% hits; AID 697;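 active means activation at 2 µM above a set limit, the mean plus 5 SD, cut at about 37% in these data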
# * hit, by the source's call; nt = no result given; [ ] = dose if it differs, or a comment.
SMILES,Pyk2 oligo antag,VCAM1 TNFa inh,PTPN22 inh 2,F-actin modifier,ERa coact inh,FAK blocker,IL1B cytotox,TNFa cytotox,PTPN22 act
CCC(C)[C@H](NC(=O)NCc1ccccc1Cl)C(=O)O (some centres not stated),0.5,6,-14,-28,4,-2,-19,-16,11
COC(=O)c1ccc(N/C=C/C(=O)c2ccc(OC)c(OC)c2)cc1,0.59,-16,-7,5,nt,-1,1,-9,5
CN1c2ccsc2/C(=N/NC(=O)c2c(F)cccc2F)CS1(=O)=O,-0.89,10,1,7,-6,0,-8,-14,1
CCNc1nc2[nH]c(=O)c3c(c2s1)OC(N)=C(C#N)C3c1ccc(C)cc1 (configuration not stated),-0.5,6,7,4,nt,0,-34,-10,-3
Cc1noc(C)c1COc1cccc(C(=O)N2CCN(C/C=C/c3ccccc3)CC2)c1,0.65,-1,4,41,-3,-1,3,-41,-6
COc1ccc(S(=O)(=O)Nc2ccc3ccccc3c2)cc1C,-3.2*,-16,5,5,7,0,2,-14,-6
COc1ccc(N2CCN(C(=O)CSc3nnnn3-c3ccc4c(c3)OCCO4)CC2)cc1,0.44,2,-13,17,0,-1,8,-14,10
CCC(C)[C@H](NC(=O)NCCCN1CCOCC1)C(=O)OC (some centres not stated),2.2,-19,6,-5,-4,1,5,-23,-6
CCC1=C(OC(=O)c2ccccc2)C(C)(C)C(c2ccccc2)OC1=O (configuration not stated),-1.2,8,-12,0,0,3,-12,-7,11
Cc1nn(-c2nc3ccccc3[nH]2)c(N)c1-c1ccc(Cl)cc1,-1.8,11,2,5,-4,6,-19,-39,0
CC(NS(=O)(=O)c1ccc(OCC(=O)N2CCOCC2)cc1)c1ccccc1 (configuration not stated),0.73,0,10,4,-1,-3,12,-4,-7
CCNc1nc(NCC)nc(OCCOC(C)=O)n1,0.51,-23,2,-6,-12,-1,29,22,-2
O=c1c2c(nc3nc(SCc4ccccc4)[nH]n13)CCC2,-1.1,9,-4,nt,1,3,-51,-35,3
CCN(CC)c1ccc(NC(=O)c2cccc(F)c2)c(C)c1,-0.95,16,10,-19,-3,-1,-14,4,-9
Clc1ccc(CSc2cc3c(nn2)-c2ccccc2CC3)cc1,1.9,9,8,-13,nt,0,5,4,-6
CCCCn1nc(C(=O)N[C@@H](CCSC)c2nc3ccccc3[nH]2)c2ccccc2c1=O,-1.9,-4,-3,16,-1,3,-137,-41,2
CN(C)CCCNC(=O)/C(=N\O)c1ccccc1,0.16,-13,8,-3,0,0,-11,-26,-5
COc1ccc(CCNS(=O)(=O)c2ccc(Cl)s2)cc1OC,0.34,16,0,5,-6,1,-1,-10,3
CCN(CC)C(=O)c1sc2nc(N3CCOCC3)c3c(c2c1N)CCCC3,-0.41,-26,2,3,21,0,-6,-19,1
OC(COCC1COc2ccccc2O1)CN1CCN(c2ccccc2)CC1 (configuration not stated),0.25,-9,4,-7,nt,2,-24,-19,1
CC(C)CNC(=O)[C@H](Cc1ccccc1)NC(=O)c1ccco1,0.06,3,6,3,nt,0,9,-3,-3
CCC(C)(C)NC(=O)C(c1ccc(C)o1)N(C(=O)c1csnn1)c1cccc(F)c1 (configuration not stated),-0.46,-21,-3,-17,-4,0,-26,-1,0
COc1cc(C)nc(NCc2ccccc2)n1,0.6,7,-4,-15,-23,-2,-16,-5,4
CCn1nnnc1SCC(=O)N1CCOCC1,-0.52,22,-16,18,2,1,-9,-2,11
COc1ccc(C(=O)N2CCCC(c3nc(-c4ccc(OC)c(OC)c4)no3)C2)c(OC)c1 (configuration not stated),-0.52,nt,-5,8,6,-8,-21,nt,4
COc1cc(NC(=O)CSc2nc3ccccc3c(=O)n2C)ccc1NC(=O)c1ccco1,-1.4,-10,4,71,63*,2,-2,-5,-5
C=C(C)c1cccc(C(C)(C)NC(=O)NCCCN2CCCC2=O)c1,0.26,-4,-12,11,-8,2,-27,-18,11
CCCNC(=O)NS(=O)(=O)c1cnccc1Sc1ccc(Cl)cc1,0.78,-12,8,-6,nt,-2,-6,7,-4
O=C(NC1=NCCS1)Nc1ccccc1,1,10,2,35,-3,3,-47,-18,-2
COc1ccc(C2CC(c3cccs3)=Nc3ccccc3S2)cc1OC (configuration not stated),0.33,7,9,13,16[fluorescence artefact?],-3,-2,-11,-10
Cc1ccc(NC(=O)CSc2nnc(-c3cnccn3)n2Cc2ccco2)cc1C,0.42,8,-4,7,7[fluorescence artefact?],-2,-2,-34,8
Brc1cccc(OCCOCCn2ccnc2)c1,0.55,0,-1,-6,-4,1,nt,-9,1
COc1ccccc1C(=O)Nc1c2c(nn1-c1cccc(C)c1C)CS(=O)C2 (configuration not stated),0.14,9,-8,nt,-4,-5,-9,-23,7
Cc1ccc(-n2ncc3c(N4CCN(c5ccc(F)cc5)CC4)ncnc32)c(C)c1,-1.4,8,4,-5,-4,-2,-13,-20,-5
COC(=O)c1ccc2c(=O)n(CCCCCC(=O)N3CCN(c4ccccc4)CC3)c(=O)[nH]c2c1,-2.3,14,-6,nt,3,-1,2,-23,5
O=C(NCc1ccccc1)NC1(C(=O)N2CCN(c3ncccn3)CC2)CCCCC1,-0.19,-7,-17,-50,9[fluorescence artefact?],3,2,-8,14
COC(=O)CSc1nnc(-c2cccs2)n1-c1ccc(Cl)cc1,0.35,14,3,-18,26,-1,-25,-13,-7
COc1ccc(CC(=O)N2CC3(C)CC2CC(C)(C)C3)cc1OC (configuration not stated),1.3,16,-7,9,-9,-1,-9,-18,5
O=C(CSc1nnc(COc2ccccc2)n1-c1ccccc1)c1ccccc1,-0.73,9,-3,4,1,1,-16,-9,6
COCc1nc2ccccc2n1CCOc1ccccc1OC,0.54,12,-13,-64,6[fluorescence artefact?],-5,-12,-22,13
CCCCOC(=O)c1ccc(NC(=O)c2cnc3n(c2=O)CCS3)cc1,1.2,-15,-4,-18,4[fluorescence artefact?],3,-38,0,4
COc1ccc(-c2nc(SCc3ccccc3)n(C(=O)c3ccco3)n2)cc1,0.06,-2,9,4,nt,2,12,3,-6
O=C(CSc1nc(-c2ccc(F)cc2)cc(C(F)(F)F)n1)NCc1ccco1,0.91,18,2,13,0,1,-27,-19,0
Cc1cc(C)nc(/N=C2\NC(=O)CC(C(=O)O)N2CCc2c[nH]c3ccccc23)n1 (configuration not stated),nt,17,-4,-12,7,-5,-34,-14,4
O=C(NCCCN1CCOCC1)c1c(O)c2ccccc2[nH]c1=O,0.71,0,-8,-18,25[fluorescence artefact?],7,-8,-17,4
Cc1cc(C)cc(OCc2nnc(SCC(=O)Nc3ccccc3)o2)c1,0.6,nt,-1,nt,-48,1,-21,nt,0
CCCSc1nc(N2CCCC2)c2c(c1C#N)CC(C)(C)OC2,-0.99,-3,-4,13,-5,1,25,-25,5
Cc1cccn2cc(CCNC(=O)c3ccco3)nc12,nt,12,5,-12,-8,-2,12,-40,-6
Cc1cc(C)nc(NC(=O)NS(=O)(=O)N2CCCCCC2)n1,0,-1,-7,12,-4,-4,5,-23,4
CCOc1c2ccc(C(=O)NCc3ccc4c(c3)OCO4)cc2nn1CCOC,nt,-6,5,-8,nt,-4,-7,12,-3
# More structures follow:
SMILES,Pyk2 oligo antag,VCAM1 TNFa inh,PTPN22 inh 2,F-actin modifier,ERa coact inh,FAK blocker,IL1B cytotox,TNFa cytotox,PTPN22 act
COCCNC(=O)CN(Cc1ccc(Cl)cc1)S(C)(=O)=O,0.39,-18,10,23,-5,-2,-1,-13,-9
O=C(CS(=O)(=O)Cc1ccccc1)Nc1ccc(Cl)cn1,-0.04,-1,7,-7,-7,0,-18,-23,-7
CSc1ncc(Cl)c(C(=O)Nc2nnc(SC)s2)n1,-1.1,6,-1,12,-3,-1,0,-3,0
COC(=O)[C@@H](NC(=O)N1CCN(c2cccc(C(F)(F)F)c2)CC1)C(C)C,1,16,7,-2,-1,-1,2,-26,-6
CC1=NN(c2ccc(Br)cc2)C(=O)/C1=C/c1cccs1,-0.1,24,10,-4,nt,-1,10,-1,-8
CC(C)CCN1C(=O)c2ccc(C(=O)NCc3ccco3)cc2C1=O,-0.76,4,-29,9,-3,-2,-4,-13,24
COCC(=O)Nc1nc2n(n1)C(c1ccc(OC)cc1)CC(c1ccc(OC)cc1)N2 (configuration not stated),-1,-9,-3,10,3[fluorescence artefact?],-1,-1,-19,3
CCCCn1nc(C(=O)NC2=NCCS2)c2ccccc2c1=O,-0.55,2,-5,6,-3,3,12,-27,3
O=C1CC(c2ccc(Cl)cc2)CC(O)=C1C=NCCN1CCNCC1 (configuration not stated),nt,5,2,-2,nt,2,32,-8,-1
Cc1ccc(OC(C)C(=O)Nc2ccc(S(=O)(=O)Nc3cc(C)on3)cc2)cc1 (configuration not stated),0.15,4,-2,-4,1,-1,10,5,3

# Ordered by the number under F-actin modifier (largest number first): 4 from the list above
canonical_smiles	Pyk2 oligo antag	VCAM1 TNFa inh	PTPN22 inh 2	F-actin modifier	ERa coact inh	FAK blocker	PTPN22 act
COCCNC(=O)CN(Cc1ccc(Cl)cc1)S(C)(=O)=O	0.39	-18	10	23	-5	-2	-9
COCC(=O)Nc1nc2n(n1)C(c1ccc(OC)cc1)CC(c1ccc(OC)cc1)N2 (configuration not stated)	-1	-9	-3	10	3[fluorescence artefact?]	-1	3
O=C1CC(c2ccc(Cl)cc2)CC(O)=C1C=NCCN1CCNCC1 (configuration not stated)	nt	5	2	-2	nt	2	-1
Cc1ccc(OC(C)C(=O)Nc2ccc(S(=O)(=O)Nc3cc(C)on3)cc2)cc1 (configuration not stated)	0.15	4	-2	-4	1	-1	3

# (list continues)
SMILES,Pyk2 oligo antag,VCAM1 TNFa inh,PTPN22 inh 2,F-actin modifier,ERa coact inh,FAK blocker,IL1B cytotox,TNFa cytotox,PTPN22 act
COc1cc2c(N3CCOCC3)cc(O)c(CC(=O)Nc3ccccc3)c2cc1OC,0.07,-2,4,-8,-3[fluorescence artefact?],3,-7,19,-7
Cc1ccc(S(=O)(=O)NCCOCCNS(=O)(=O)c2ccc(C)cc2)cc1,1.9,1,0,25,1,3,14,-51,1
COc1cc(NC(=O)c2ccco2)c(OC)cc1NC(=O)Nc1cccc(Cl)c1,-0.73,1,-14,-17,-34,-7,11,-9,13
O=C1Nc2ccc(F)cc2C12SCCS2,-0.24,-1,-8,-7,nt,2,3,-34,11
CC(C)Cn1[nH]c2c3c(ccc2c1=O)C(=O)c1ccccc1C3=O,-0.85,-5,22,25,nt,27*,3,-18,-20
CCc1cc2c(NCC3CCCO3)ncnc2s1 (configuration not stated),1.1,18,-9,-4,-1,0,-20,-27,6
O=C(Nc1cccc2ccccc12)C1CCN(C(=O)NCc2ccccc2)CC1,-0.05,6,-2,-6,2,-4,-32,-2,4
Cc1cccnc1NC(=O)C12CCC(C)(C(=O)O1)C2(C)C (configuration not stated),-0.15,-17,11,0,-3,0,-5,4,-7
Cc1nc2nc(SCC(=O)NCc3ccco3)nn2c(C)c1Cc1c(F)cccc1Cl,0.12,-19,-10,16,14,4,-14,-24,8
COc1ccccc1NC(=S)NC(=O)c1ccc(-c2ccc(Cl)cc2)o1,0.93,-21,2,-23,nt,-6,-82,-37,2
Cc1ccc(Cn2nnc3c(=O)n(CC(=O)c4ccccc4)cnc32)cc1,nt,7,-1,12,33[fluorescence artefact?],-1,-13,-2,0
COc1ccccc1N1CCN(Cc2cc(Br)c(O)c3ncccc23)CC1,nt,10,7,6,50*[fluorescence artefact?],0,-26,-4,-9
COCCCn1c(SCc2cccc(OC)c2)nc2cc(OC)c(OC)cc2c1=N,-2.8,-2,-1,4,nt,-10,-21,-1,4
Cc1[nH]c2ccccc2c1CN1CCc2ccccc2C1,0.3,-5,-4,-8,-7,1,nt,-24,4
CN1CCN(CC(=O)N2CCn3c4c(c5cc(C6CCCCC6)ccc53)CCCC42)CC1 (configuration not stated),-0.85,-13,11,6,39[fluorescence artefact?],7,11,21,-11
c1ccc2c(-c3nnc4n3CCCCC4)c[nH]c2c1,1.7,9,-2,-6,3[fluorescence artefact?],10,8,-8,1
